TRPC4 PAM – allosteric potentiators of mouse TRPC4 channel. HEK293 TRPC4beta/mu-opioid, DAMGO EC20, Fluo-4 Ca2+ flux; hits give high values. B-score at 10 µM. 0.42% of 310,000 active;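 active means B-score of calcium response area above 5 SD of library B-scores, with initial fluorescence ratio within 5 SD of library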;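 further: B-score of integrated fluorescence ratio over time as area under calcium response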
HIF act – HIF pathway transcriptional activation. activation, % at 7.5 µM (by protocol). 0.32% of 300,000 active. U2OS HRE-luciferase reporter, luminescence; normalized: DMSO 0%, desferrioxamine 100%;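 active means mean activation of at least 10% of the iron chelator positive control signal, with at least half of replicates also reaching 10%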
TRPC4 inh – TRPC4 (mouse) channel inhibition | Q9QUQ5 | HEK293 TRPC4beta/mu-opioid, DAMGO-evoked Fluo4 calcium flux; hits give low values | 0.39% of 300,000 active | B-score at 10 µM | AID 2247;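 active means B-score over 3 SD under the library average, no early fluorescence shift, positive overall ratio signal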
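Material: HEK293 cells with stable TRPC4beta plus mu-opioid receptor expression; probe or stimulus: DAMGO in two steps, submaximal then maximal; technique: Fluo4 calcium fluorescence by kinetic imaging, 5 s 1 Hz baseline; measure: integrated fluorescence ratio relative to baseline, converted to per-well B score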
TRPC6 act – activates the mouse TRPC6 cation channel; Q61143; HEK293-TRPC6 membrane potential dye fluorescence; hits give high values; B-score at 10 µM; 0.13% of 310,000 active;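 active means B-score of the integrated fluorescence ratio above library mean plus 3 SD, and starting fluorescence ratio within library mean plus 5 SD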;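 further: higher score means more depolarization so channel activation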
KLF5 inh – inhibitors of KLF5 expression | inhibition, % at 5 µM | DLD-1 KLF5 promoter-luciferase reporter, luminescence | 0.23% of 290,000 active;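 active means inhibition above a per-plate limit of that plate's mean compound inhibition plus 3 SD, cut at about 60% in these data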;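 further: 0% = DMSO wells and 100% = LY294002 at 200 µM; higher means less KLF5 promoter-driven luciferase light; inactives centre near -14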
TRPC4 act – opens the mouse TRPC4 cation channel | Q9QUQ5 | HEK293 TRPC4beta/mu-opioid, Fluo4 calcium fluorescence; hits give high values | B-score at 10 µM | 0.49% of 310,000 active | AID 2237;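 active means B-score above 5 SD of library B-scores, and initial fluorescence ratio not above library mean plus 5 SD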;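 further: positive B-score marks a calcium rise read as TRPC4 activation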
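System – HEK293 cells stably co-expressing mouse TRPC4beta and mu-opioid receptor · Signal – Fluo4 calcium-sensitive dye fluorescence, kinetic, 1 Hz baseline · Benchmarks – buffer (low) and maximal DAMGO (high) · Read-out – B score of integrated fluorescence ratio per well · Incubation – dye loading 45 min room temperature, 110 s kinetic read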
SKKanGAS inh – inhibitors of SKKanGAS S. pyogenes growth in kanamycin (SK-promoter or general growth effect); 1.3% of 300,000 active; inhibition, % at 7.5 µM; AID 1662; BacTiter-Glo, 6 h;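 active means mean replicate score, as percent of positive control median, at least 50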;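 further: strain carries kanamycin resistance gene driven by streptokinase promoter and grows in 40 µg/ml kanamycin; loss of luminescence reflects streptokinase promoter inhibition or plain growth inhibition; 0% = median of DMSO wells and 100% = positive control at its reference dose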
MrgX1 antag – blocks BAM8-22 activation of human MrgX1 receptor; Q96LB2; 1.3% of 310,000 active; MRGX1-HEK293 calcium flux, Fluo-4, BAM8-22 antagonism; hits give low values; AID 588676; B-score at 10 µM;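 active means calcium-response B-score plate-corrected more than 3 library SD below zero, starting fluorescence within 5 deviations, no agonist response on first addition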;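 further: peak minus trough fluorescence over baseline after final BAM8-22 challenge near maximal dose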
Target sequence (Q96LB2 whole entry, looked up): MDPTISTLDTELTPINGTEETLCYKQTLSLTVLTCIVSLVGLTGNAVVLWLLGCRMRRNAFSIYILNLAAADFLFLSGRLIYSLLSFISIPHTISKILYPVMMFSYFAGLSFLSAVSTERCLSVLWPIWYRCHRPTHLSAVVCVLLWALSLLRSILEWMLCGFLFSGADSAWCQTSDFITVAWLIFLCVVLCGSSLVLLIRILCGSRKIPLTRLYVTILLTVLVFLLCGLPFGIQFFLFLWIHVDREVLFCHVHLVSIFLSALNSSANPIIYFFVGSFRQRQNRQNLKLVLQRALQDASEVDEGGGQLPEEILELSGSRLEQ
IEC-6 cytotox – kills IEC-6 intestinal cells in KLF5 counter-screen | inhibition, % at 5 µM | IEC-6 cytotoxicity, luminescence viability | 0.78% of 290,000 active; in the data active means inhibition above about 22%;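 further: 0% = plate median of test compound wells and 100% = cytotoxic reference compound wells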
TRPC6 inh – mouse TRPC6 channel inhibition; Q61143; HEK293-TRPC6, membrane potential dye, ACh-evoked depolarization; hits give low values; B-score at 10 µM; 1.1% of 310,000 active; AID 2553;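 active means B-score under library mean minus 3 SD, initial fluorescence not abnormally high, positive integrated signal ratio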;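 further: B-score derived from integrated fluorescence ratio over the kinetic read; more negative B-score means stronger inhibition of depolarization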
aSyn 5UTR inh – 5' untranslated region of α-synuclein, MLPCN primary screen; inhibition, % (tested at 7.5 µM); 0.82% of 300,000 active; alpha-synuclein 5'UTR reporter, inhibitor activity; in the data active means inhibition above about 60%;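 further: H4 neuroglioblastoma cells stably carrying SNCA 5'UTR luciferase fusion; 0% = DMSO wells and 100% = positive control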
* marks the source's active call; other numbers are inactive results; i = inactive; . = not tested or not shown. No enrichment for hits (roughly 5.8% active in at least one column).

| Molecule | TRPC4 PAM | HIF act | TRPC4 inh | TRPC6 act | KLF5 inh | TRPC4 act | SKKanGAS inh | MrgX1 antag | IEC-6 cytotox | TRPC6 inh | aSyn 5UTR inh |
| --- | --- | --- | --- | --- | --- | --- | --- | --- | --- | --- | --- |
| Cc1cc(NC(=O)CSc2nc3ccccc3c(=O)n2C2CCCC2)no1 | i | -1.0 | i | i | 31 | i | -4 | i | 63* | i | 86* |
| CCC(C)(C)n1nnnc1CN1CCN(c2nc3cc(OC)ccc3cc2C#N)CC1 | i | -0.2 | i | i | -4 | i | 16 | i | -5 | i | 27 |
| COc1cc(C(=O)Nc2nc3ccc(S(C)(=O)=O)cc3s2)cc(OC)c1C | i | 0.3 | i | i | -22 | i | 15 | i | -2 | i | -18 |
| Cc1ccc(CS(=O)(=O)Cc2ccc(C(=O)NCCCN3CCOCC3)o2)cc1 | i | 0.0 | i | i | -23 | i | -5 | i | 1 | i | 6 |
| CNc1nc(SC(C)C(=O)Nc2ccc(Cl)c(Cl)c2)nc(N2CCOCC2)n1 (stereo unspecified) | i | -0.3 | i | i | 3 | i | 7 | i | 1 | i | -1 |
| CCCc1c(C(=O)N/N=C/c2ccccc2OCc2ccc(F)cc2)nnn1-c1nonc1N | i | -0.3 | i | i | 8 | i | 0 | i | 1 | i | -3 |
| CCCN1C(=O)c2cc(C(=O)NCCc3cccc(C)c3)ccc2C1O (stereo unspecified) | i | . | i | i | -27 | i | -4 | i | 6 | i | -42 |
| N/C(=N\OC(=O)c1cccc(Br)c1)c1ccc([N+](=O)[O-])cc1 | i | 0.1 | i | i | -31 | i | -15 | i | 3 | i | -31 |
| CCNC(=S)NNC(=O)c1ccc(OC(F)F)cc1 | i | -0.1 | i | i | -15 | i | -10 | i | -7 | i | 1 |
| Cc1ccc(Sc2nc(C)c([N+](=O)[O-])c(C)c2C#N)cc1 | i | -0.3 | i | i | -4 | i | 21 | i | 1 | i | -29 |
| C[C@@H]1ON(C2CCCCC2)[C@H]2c3nc4ccccc4n3C[C@@H]12 | i | 0.5 | i | i | -31 | i | 0 | i | 3 | i | -29 |
| O=C(CSc1nnc(-c2ccccc2)o1)N1CCCCC1 | i | 2.9 | i | i | 16 | i | -2 | i | -8 | i | -74 |
| Cc1ccc(S(=O)(=O)Cn2nnnc2C(CC(C)C)N2CCN(c3ccccc3)CC2)cc1 (stereo unspecified) | i | -17 | i | i | -18 | i | 6 | i | -6 | i | 8 |
| CC1CN(S(=O)(=O)c2ccccc2)CN1C(=O)N1CCOCC1 (stereo unspecified) | i | 0.0 | i | i | -31 | i | 0 | i | -5 | i | 0 |
| COCCn1c(C)cc(/C=C2/SC(=O)N(CC(=O)N3CCCC3)C2=O)c1C | i | -0.8 | i | i | -8 | i | -5 | i | -8 | i | -32 |
| COc1ccc(N2CC(C(=O)Nc3ccccc3C(=O)NCc3ccco3)CC2=O)cc1 (stereo unspecified) | i | -0.7 | i | i | -6 | i | -10 | i | -4 | i | -17 |
| CC(=O)Cc1nsc(NC(=O)c2csc3c2CCCC3)n1 | i | 0.6 | i | i | -7 | i | 12 | i | 7 | i | -49 |
| Cc1ccc(NC(=O)COc2ccccc2C(=O)Nc2ccccc2)cc1Cl | i | -5.2 | i | i | 10 | i | 16 | i | -7 | i | -82 |
| COc1cc(C)ccc1Oc1ncnc(N)c1[N+](=O)[O-] | i | 0.5 | i | i | -3 | i | -1 | i | 5 | i | -23 |
| Cc1nn(C)cc1S(=O)(=O)N1CCN(c2ccccc2)CC1 | i | 0.0 | i | i | -21 | i | 6 | i | 1 | i | 3 |
| CCN(CC)C1CCS(=O)(=O)C1 (stereo unspecified) | i | 0.1 | i | i | -28 | i | 3 | i | 4 | i | 19 |
| CCc1nnc(NC(=O)C(=O)NCCOC(=O)c2ccccc2)s1 | i | . | i | i | -8 | i | 4 | i | -2 | i | -4 |
| Cc1cccc(N(C(=O)CCC(=O)Nc2ccccn2)C(C(=O)NC(C)C)c2ccc(O)cc2)c1 (stereo unspecified) | i | . | i | i | -6 | i | . | i | -7 | i | . |
| Cc1c(Cl)cccc1NC(=S)N1CCC(C(N)=O)(N2CCCCC2)CC1 | i | -0.2 | i | i | -4 | i | -2 | i | -2 | i | 15 |
| COc1ccc(S(=O)(=O)N2CCC3(CC2)OCCN3S(=O)(=O)c2cccs2)cc1OC | i | 0.0 | i | i | . | i | 1 | i | . | i | 9 |

Part of the list above with just aSyn 5UTR inh and MrgX1 antag:
| SMILES | aSyn 5UTR inh | MrgX1 antag |
| --- | --- | --- |
| Cc1cc(NC(=O)CSc2nc3ccccc3c(=O)n2C2CCCC2)no1 | 86* | i |
| Cc1cccc(N(C(=O)CCC(=O)Nc2ccccn2)C(C(=O)NC(C)C)c2ccc(O)cc2)c1 (stereo unspecified) | . | i |
| CC(=O)Cc1nsc(NC(=O)c2csc3c2CCCC3)n1 | -49 | i |

Continued:
| Molecule | TRPC4 PAM | HIF act | TRPC4 inh | TRPC6 act | KLF5 inh | TRPC4 act | SKKanGAS inh | MrgX1 antag | IEC-6 cytotox | TRPC6 inh | aSyn 5UTR inh |
| --- | --- | --- | --- | --- | --- | --- | --- | --- | --- | --- | --- |
| Cn1c(SCCN2CCOCC2)nc2sc3c(c2c1=O)CCCC3 | i | 0.0 | i | i | -57 | i | -3 | i | 1 | i | -43 |
| O=C(c1ccc(CSc2ccc(Cl)cc2)cc1)N1CCOCC1 | i | 0.2 | i | i | 0 | i | 0 | i | 3 | i | -23 |
| NC(=O)[C@@H]1CCCNc2c(F)cc([N+](=O)[O-])cc2C(=O)N[C@@H](CO)C(=O)NCC(=O)N1 | i | -3.5 | i | i | 4 | i | 0 | i | -2 | i | 1 |
| CC(=O)Nc1ccc(S(=O)(=O)Nc2cccc(-c3nc4ccccc4o3)c2)cc1 | i | -0.1 | i | i | -18 | i | -7 | i | 0 | i | 6 |
| CC1(C)Cc2noc(N)c2C(C)(C)N1OC(=O)c1cccs1 | i | -4.5 | i | i | -5 | i | 0 | i | 0 | i | 8 |
| N#CCCN(CCC#N)C(=O)C1c2ccccc2Oc2ccccc21 | i | 0.7 | i | i | -31 | i | 7 | i | 1 | i | 10 |
| CCOC(=O)Nc1ccc2c(COC(=O)c3ccccc3O)cc(=O)oc2c1 | i | 0.6 | i | i | -107 | i | 12 | i | -4 | i | -83 |
| C=CCn1c(=S)[nH]c2scc(-c3ccc(C)o3)c2c1=O | i | 1.0 | i | i | -12 | i | 9 | i | 1 | i | -69 |
| COc1ccc(Cc2nc3ccc(C(=O)NCCc4ccccn4)cc3o2)cc1OC | i | 0.0 | i | i | -23 | i | -19 | i | -6 | i | 3 |
| CCCC(=O)NCC(c1cccs1)S(=O)(=O)c1ccc(Cl)cc1 (stereo unspecified) | i | 0.2 | i | i | -26 | i | 0 | i | 2 | i | -10 |
| Cn1cc(CNCCN2CCCCC2=O)c(-c2cccc(Cl)c2)n1 | i | -0.2 | i | i | -4 | i | 4 | i | 7 | i | -43 |
| COC(=O)c1ccc(NC(=O)CSc2nnc(-c3ccncc3)n2N)cc1 | i | -0.7 | i | i | -26 | i | -9 | i | -2 | i | -3 |
| CN(c1ccc(C(=O)NCCSCc2ccc(Cl)cc2)cc1)S(=O)(=O)c1ccccc1 | i | . | i | i | -23 | i | 6 | i | 1 | i | -7 |
| Cc1ccc(CSc2ncnc3c2cnn3Cc2ccccc2)cc1 | i | -0.1 | i | i | -12 | i | 65* | i | -8 | i | 4 |
| CN(C(=O)c1ccc(Br)o1)C1CCS(=O)(=O)C1 (stereo unspecified) | i | -0.3 | i | i | 10 | i | 1 | i | 6 | i | 8 |
| O=C(CCc1ccccc1)NC(c1cccs1)c1cc(Cl)c2cccnc2c1O (stereo unspecified) | i | 102* | i | i | -14 | i | 67* | . | -4 | i | 88* |
| CCOc1ncccc1C(=O)OCC(=O)N1CC(=O)Nc2ccccc21 | i | 1.6 | i | i | -15 | i | 0 | i | 9 | i | -21 |
| COc1ccccc1N(CC(O)CN1CCOCC1)S(=O)(=O)c1ccccc1 (stereo unspecified) | i | 0.4 | i | i | -12 | i | 4 | i | -2 | i | -5 |
| CCCOc1ccc(C2NC(=O)NC(c3ccccc3)=C2C(C)=O)cc1OCC (stereo unspecified) | i | 0.1 | i | i | -7 | i | -9 | i | -1 | i | 3 |
| CC(=O)N1CCc2c(sc3c2c(=O)n(Cc2ccccc2)c(=O)n3CC(=O)NCC2CCCO2)C1 (stereo unspecified) | i | -0.4 | i | i | -19 | i | -6 | i | 4 | i | 1 |
| O=C(CCc1ccccc1)N/N=C/c1cccc(O)c1 | i | 1.3 | i | i | -9 | i | 3 | i | 4 | i | -19 |
| CCc1noc(C)c1C(=O)Nc1cc(S(=O)(=O)N2CCOCC2)ccc1OC(C)C | i | -0.2 | i | i | . | i | -2 | i | . | i | 22 |
| COc1cc(NC(=O)Cc2ccccc2)ccc1NC(=O)c1ccccc1 | i | 0.4 | i | i | -27 | i | 17 | i | 2 | i | -8 |
| COc1ccc(/C=C/C(=O)Nc2nc(C)c(C(=O)N(C)C)s2)cc1OC | i | -0.2 | i | i | -6 | i | -13 | i | 4 | i | 3 |
| CC1CCN(S(=O)(=O)CCNC(=O)c2ccccc2)CC1 | i | -0.8 | i | i | . | i | -1 | i | . | i | 17 |
| CCOc1ccc(NC(=O)CN(C)C(=O)c2sc3ccccc3c2Cl)cc1OCC | i | -0.2 | i | i | . | i | 6 | i | . | i | 5 |
| CCN(CC)C(=O)Cn1cc(SCC(=O)NC)c2ccccc21 | i | -0.1 | i | i | -18 | i | -4 | i | -3 | i | 10 |
| CCCC(=O)Nc1ccc(NC(=O)c2ccco2)c(OC)c1 | i | 2.1 | i | i | -88 | i | -1 | i | 6 | i | -60 |

Record cards (already shown):
Profile of COc1cc(NC(=O)Cc2ccccc2)ccc1NC(=O)c1ccccc1 → TRPC4 PAM: i; HIF act: 0.4; TRPC4 inh: i; TRPC6 act: i; KLF5 inh: -27; TRPC4 act: i; SKKanGAS inh: 17; MrgX1 antag: i; IEC-6 cytotox: 2; TRPC6 inh: i; aSyn 5UTR inh: -8
Profile of CN(C(=O)c1ccc(Br)o1)C1CCS(=O)(=O)C1 (stereo unspecified) → TRPC4 PAM: i; HIF act: -0.3; TRPC4 inh: i; TRPC6 act: i; KLF5 inh: 10; TRPC4 act: i; SKKanGAS inh: 1; MrgX1 antag: i; IEC-6 cytotox: 6; TRPC6 inh: i; aSyn 5UTR inh: 8

Screening data as filed in PubChem BioAssay.
